Assay outcomes from PubChem.
KDM5B inhibitor = Primary screen for KDM5B Histone Demethylases FDH-coupled qHTS | KDM5B demethylase, FDH-coupled NADH fluorescence (FDH is formaldehyde dehydrogenase) | AID 1347165, 2019 | Lysine-specific demethylase 5B (Homo sapiens), Q9UGL1 | Potency, µM (top dose mostly 57.7 µM), inactives show at the highest dose activity change, negative = inhibition, most hits filed as inhibitors | actives 2.6% (n = 220,000); active means well fitted inhibition curve with a large enough effect; inconclusive means small, poorly fitted or top-dose-only effect; inactive means no such curve, though single readings can be large or run the other way; further: 0% is about no effect; nearly all actives have a fitted effect of over 70% in size
Target sequence (Q9UGL1 whole entry, looked up): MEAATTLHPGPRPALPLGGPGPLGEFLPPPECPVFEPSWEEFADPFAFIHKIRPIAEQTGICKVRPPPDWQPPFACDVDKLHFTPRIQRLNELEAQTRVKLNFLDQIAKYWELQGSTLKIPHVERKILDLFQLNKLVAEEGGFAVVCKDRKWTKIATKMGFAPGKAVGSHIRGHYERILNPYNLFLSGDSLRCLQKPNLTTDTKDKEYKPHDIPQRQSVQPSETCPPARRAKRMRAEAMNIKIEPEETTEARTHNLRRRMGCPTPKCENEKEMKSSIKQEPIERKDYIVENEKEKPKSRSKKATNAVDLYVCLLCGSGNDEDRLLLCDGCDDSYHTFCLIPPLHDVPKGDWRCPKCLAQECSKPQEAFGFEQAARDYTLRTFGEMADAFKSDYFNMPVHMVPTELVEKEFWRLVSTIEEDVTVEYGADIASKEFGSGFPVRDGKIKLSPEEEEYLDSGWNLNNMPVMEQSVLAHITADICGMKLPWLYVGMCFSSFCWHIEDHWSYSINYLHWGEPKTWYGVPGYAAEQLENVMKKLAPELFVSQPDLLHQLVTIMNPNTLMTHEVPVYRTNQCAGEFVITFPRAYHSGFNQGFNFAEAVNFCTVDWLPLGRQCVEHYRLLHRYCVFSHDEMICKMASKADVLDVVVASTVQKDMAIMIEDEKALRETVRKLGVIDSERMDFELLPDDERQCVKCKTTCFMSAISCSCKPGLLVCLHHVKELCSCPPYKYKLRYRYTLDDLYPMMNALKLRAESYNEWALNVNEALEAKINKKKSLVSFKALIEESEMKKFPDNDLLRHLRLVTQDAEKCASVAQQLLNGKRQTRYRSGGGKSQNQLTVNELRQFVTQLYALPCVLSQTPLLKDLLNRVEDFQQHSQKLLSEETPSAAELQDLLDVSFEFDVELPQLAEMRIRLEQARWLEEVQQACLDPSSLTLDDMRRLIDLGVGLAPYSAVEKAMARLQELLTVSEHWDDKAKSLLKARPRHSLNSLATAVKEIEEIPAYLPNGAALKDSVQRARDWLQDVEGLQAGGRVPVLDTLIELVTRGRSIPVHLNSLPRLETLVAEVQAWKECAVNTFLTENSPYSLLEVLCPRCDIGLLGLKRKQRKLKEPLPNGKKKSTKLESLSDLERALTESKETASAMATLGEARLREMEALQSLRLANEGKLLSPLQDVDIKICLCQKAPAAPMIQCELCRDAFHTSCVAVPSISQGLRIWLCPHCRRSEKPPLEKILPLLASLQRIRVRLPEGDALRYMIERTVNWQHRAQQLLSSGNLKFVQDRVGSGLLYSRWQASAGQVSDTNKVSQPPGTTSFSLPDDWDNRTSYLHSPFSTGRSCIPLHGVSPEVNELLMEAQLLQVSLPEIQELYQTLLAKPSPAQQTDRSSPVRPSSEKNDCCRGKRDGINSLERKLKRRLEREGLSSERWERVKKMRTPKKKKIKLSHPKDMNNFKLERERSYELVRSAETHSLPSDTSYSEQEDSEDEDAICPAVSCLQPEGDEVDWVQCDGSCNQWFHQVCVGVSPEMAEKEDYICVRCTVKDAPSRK
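Inhibition is measured as reduced NADH fluorescence generation from FDH coupling to formaldehyde release. Truncated KDM5BΔAP at 200 nM final acts on H3K4me3 peptide (12.5 µM in substrate mix) in pH 7.5 HEPES buffer with Tween-20, 30 min, room temperature.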
Active calls of the source: *; i = inactive; ? = inconclusive; [ ] = remark or other dose. Potency means the concentration at half of the fitted maximal effect.

KDM5B inhibitor | structure
1.2% | Cc1nnsc1C(=O)NNC(=O)c1cccc2ccccc12
-16.8% | COc1cccc(C(=O)N2CCN(c3cc(C(F)(F)F)ncn3)CC2)c1OC
? | CN(C(=O)CSc1nnc2[nH]c(=O)cc(-c3ccccc3)n12)c1ccccc1
? | COc1ccc2nc([C@H]3CCN(C4CCN(C(C)=O)CC4)C3)[nH]c2c1
398.6%[activator] | CC1CN(C(=O)N2CCC(C(=O)NCc3ccccc3)CC2)c2ccccc2O1 (configuration not stated)
? | N#Cc1ccc(CN2CCC3(CC(Cc4ccccc4)=NO3)C2)cc1 (configuration not stated)
? | O=C(COc1ccccc1F)Nc1ccc2nc(SCc3ccccc3)sc2c1
-15.5% | COc1ccc(-c2noc([C@@H]3CCCN3C(=O)c3ccc(F)c(F)c3)n2)cc1OC

Following part:
KDM5B inhibitor | structure
-11.7% | Cc1cc(=O)n(CC(=O)Nc2ccc(N(C)C)cc2)c(-c2ccc(F)cc2)n1
-0.6% | Cc1onc(-c2ccccc2)c1C(=O)N/N=C/C=C/c1ccccc1
-13.9% | NC(=O)c1cccnc1N1CCC2(CCCN(Cc3cccc(F)c3F)C2)C1 (configuration not stated)
13.8% | COc1cc(NC(=O)Cn2cccc2-c2nc(-c3ccc(F)cc3)no2)cc(OC)c1OC
-5.0% | COc1ccc(CCC(=O)NNC(=O)c2ccc(OC)cc2)cc1
-12.9% | COc1ccc(CNC(=O)N2CCCCCC2CN2CCOCC2)cc1 (configuration not stated)
-13.3% | O=C(Cn1nnc(-c2ccc(Cl)cc2)n1)NCc1ccc(F)cc1
-5.8% | CCCCc1nn2c(=O)cc(COC(=O)c3ccc(NC(=O)c4cccs4)cc3)nc2s1

Further records follow:
KDM5B inhibitor | structure
8.2% | CCOC(=O)c1ccccc1NC(=O)Cn1c(=O)n(Cc2nc(C)no2)c(=O)c2ccccc21
-8.1% | O=C(NC1C[C@H]2CC[C@@H](C1)N2C(=O)Cc1ccc(F)cc1)c1ccncc1 (some centres not stated)
? | CCN(CC)c1ccc(NC(=O)C2COc3ccc(OC)cc3C2)c(C)c1 (configuration not stated)
-32.9% | O=C(O)Cn1nc(C2CC2)nc1CCc1nc2ccccc2s1
? | O=C(COc1ccc2ccc(=O)oc2c1)NC1CCCC1
-17.9% | O=C(NCCCc1nc2ccccc2[nH]1)C1CC(=O)N(c2n[nH]c3ccccc23)C1 (configuration not stated)
12.9% | Cn1c(Cn2ccnc2)nnc1C1CCCN(C(=O)c2sccc2N)C1 (configuration not stated)
11.8% | O=C(NCc1ccccc1)c1cc(=O)c2ccccc2o1

(list continues)
KDM5B inhibitor | structure
10.1% | COc1ccc(-c2cc(C)no2)cc1S(=O)(=O)CCC(=O)Nc1cc(C)cc(C)c1
-2.3% | COc1ccc(CNC(=O)Cn2c(=O)c(-c3noc(C)n3)c3n(c2=O)CCCC3)cc1
15.0% | COc1cccc(C(O)C2OC(=O)c3ccccc32)c1OC (configuration not stated)
-8.4% | CCOc1ccc(N2CC(NC(=O)C(C)(C)C)CC2=O)cc1 (configuration not stated)
? | CC1CCCN(C(=O)C2CCN(Cc3ccc4c(c3)OCO4)CC2)C1 (configuration not stated)
-3.1% | CCOc1ccccc1C(=O)NC(C(=O)OCc1ccccc1C)C(C)C (configuration not stated)
9.6% | COC(=O)c1sc(=S)n(-c2cccc(C)c2C)c1N
-4.4% | COc1cc(NC(=O)Cn2ccnc2)cc(OC)c1

Brought forward from above: seven compounds, then new ones.
KDM5B inhibitor | structure
-2.3% | COc1ccc(CNC(=O)Cn2c(=O)c(-c3noc(C)n3)c3n(c2=O)CCCC3)cc1
15.0% | COc1cccc(C(O)C2OC(=O)c3ccccc32)c1OC (configuration not stated)
-8.4% | CCOc1ccc(N2CC(NC(=O)C(C)(C)C)CC2=O)cc1 (configuration not stated)
? | CC1CCCN(C(=O)C2CCN(Cc3ccc4c(c3)OCO4)CC2)C1 (configuration not stated)
-3.1% | CCOc1ccccc1C(=O)NC(C(=O)OCc1ccccc1C)C(C)C (configuration not stated)
9.6% | COC(=O)c1sc(=S)n(-c2cccc(C)c2C)c1N
-4.4% | COc1cc(NC(=O)Cn2ccnc2)cc(OC)c1
19.4% | O=C(CSc1n[nH]c(=O)n1C1CC1)c1ccc2c(c1)OCCO2
-8.8% | CCc1nc(-c2c3n(c(=O)n(Cc4ccccc4C)c2=O)CCCC3)no1
3.7% | COc1ccc(C2N(C(=O)CN3CCOCC3)CCCN2S(=O)(=O)c2ccc(C)cc2)cc1 (configuration not stated)
19.0% | CC1=C[C@@H](CNC(=O)Nc2ccccc2)[C@H](C(C)C)C[C@H]1CC(=O)NCCN1CCOCC1
12.5% | O=C(NCCCn1ccc2ccccc21)C1CC(=O)N(C2CCCC2)C1 (configuration not stated)
9.2% | CCN(CC)S(=O)(=O)c1ccc(CNC(=O)c2nn(C)c(=O)c3ccccc23)cc1
i | Cc1ccc2[nH]c(-c3ccccc3)c(-c3ccccc3)c2c1
? | OC1CCOC2(CCN(Cc3ccc4cc[nH]c4c3)CC2)C1 (configuration not stated)

Next part:
KDM5B inhibitor | structure
-1.4%[115 µM] | Cc1cc(-c2cnc3[nH]cc(CC(N)=O)c3c2)ccn1
11.6% | Cc1nc(N2CCC(NC(=O)c3nccc4ccccc34)CC2)cc(C(F)(F)F)n1
23.3% | COc1cc(C(C)NCc2csc(C(C)C)n2)ccc1OCCO (configuration not stated)
19.6% | C=CCNC(=O)C(NC(C)=O)C1CCCC1 (configuration not stated)
-15.1% | O=C(NCCc1c[nH]c2ccc(Cl)cc12)C1CCN(c2nc(Cl)nc3nc[nH]c23)CC1
25.2% | COCc1noc([C@@H]2CC(F)(F)CN2C(=O)c2cnc(C)cn2)n1
10.3% | O=S(=O)(NCCC1=CCCCC1)c1ccccc1Cl
13.4% | O=C(CSc1nc2ccccc2c(=O)n1CCCN1CCOCC1)c1ccc(F)c(F)c1

Next results:
KDM5B inhibitor | structure
4.6% | COc1ccc(C(=O)N/C(=C\c2ccc(-c3cccc(Cl)c3)o2)C(=O)NC(C)(C)C)cc1
-15.0% | COc1cccc(NC(=O)Nc2cc(-c3nc4ccccc4o3)ccc2OC)c1
-2.3% | COc1ccc(Cn2c(=O)c3cccnc3n(CC(=O)Nc3ccc(C)c(F)c3)c2=O)cc1
-16.2% | CCOC(=O)Cc1c(C(=O)OCC)nnc2c(-c3ccc(Cl)cc3)c(C)nn12
19.0% | CCCn1nc(C(=O)N2CCN(c3ccc(C(C)=O)cc3)CC2)c2ccccc2c1=O
21.9% | O=C(O)c1cc(Cl)c(I)c(Cl)c1
18.2% | CCOc1ccc(N(CC(=O)N2CCOCC2)S(=O)(=O)c2ccc(Cl)cc2)cc1
? | Cc1ccc(OCC(=O)Nc2cccc(C(=O)OCc3cc(=O)n4cc(C)sc4n3)c2)cc1

Next part
KDM5B inhibitor | structure
1.9% | CC(O)CSc1nc2c(c(=O)n(C)c(=O)n2C)n1Cc1ccccc1Cl (configuration not stated)
20.8% | Cc1ccc(-c2nc3ccccc3o2)cc1NC(=O)c1ccc([N+](=O)[O-])o1
1.6% | O=C(CN1C(=O)NC(c2ccccc2)(c2ccccc2)C1=O)Nc1ccc2[nH]c(=O)[nH]c2c1
-8.1% | Cc1ccsc1CN(C)C(=O)CC(C)C
1.2% | CCn1ccc(C(=O)N2CCCC(c3noc(COC)n3)C2)n1 (configuration not stated)
12.2% | Cc1ccc([S+](=O)([O-])N2CCC(c3nn(C)c(=O)[nH]3)CC2)cc1
-0.1% | COc1ccccc1CNC(=O)COC(=O)C12CC3CC(CC(O)(C3)C1)C2
-22.0% | COCCn1c(SCC(=O)c2cccc(Cl)c2)nc2cc(C(=O)NCC(C)C)ccc2c1=O

Entries above containing a tert-butyl group:
KDM5B inhibitor | structure
-8.4% | CCOc1ccc(N2CC(NC(=O)C(C)(C)C)CC2=O)cc1 (configuration not stated)
4.6% | COc1ccc(C(=O)N/C(=C\c2ccc(-c3cccc(Cl)c3)o2)C(=O)NC(C)(C)C)cc1

(further entries)
KDM5B inhibitor | structure
15.6% | CCCCN(Cc1ccccc1)c1ccc(NS(=O)(=O)c2ccc3c(c2)CCCC3)cc1C(=O)O
? | O=C(c1cc2c(s1)-c1ccccc1OC2)N1CCN(c2ccccc2)CC1
-2.6% | CCCOc1ccc(CCC(=O)N/N=C/c2ccc([N+](=O)[O-])o2)cc1
-19.0% | Cc1cc(F)ccc1NC(=O)CCC1CCCN(C(=O)CC2=CCCCC2)C1 (configuration not stated)
? | N#Cc1cnc2ccc(Cl)cc2c1Nc1cccc(C(F)(F)F)c1
-6.9%[86.2 µM] | CC1=C[C@@H](CNC(=O)CCC(=O)O)[C@H](C(C)C)C[C@H]1CC(=O)N1CCN(C)CC1
-6.0% | Cc1csc2c(N3CCN(C(=O)NC(C)(C)C)CC3)ncnc12
-9.8% | CCc1ccccc1NC(=O)CCn1ccn2nc3c(c2c1=O)CCCC3

Remaining list, next part.
KDM5B inhibitor | structure
3.9% | NC(=O)CN1CCC(NC(=O)c2ccc(F)cc2)CC1
17.3% | O=C(O)CC(NC(=O)C(c1ccccc1)c1ccccc1)c1cccc([N+](=O)[O-])c1 (configuration not stated)
-22.3% | Cc1ccc(CN2C(=O)NC3(CCCN(C(=O)c4ccc5c(c4)OCO5)C3)C2=O)cc1 (configuration not stated)
? | Cn1nnnc1NCc1ccc(-c2ccc(Cl)cc2)o1
-25.9% | O=C(O)[C@@H]1Cc2ccccc2N1
-10.1% | CCOc1cc(=O)n2c(c1C(=O)Nc1ccc(F)cc1F)CCCC2
46.0%[activator][86.2 µM] | CC1=C[C@@H](CNCc2ccccc2O)[C@H](C(C)C)C[C@H]1Cc1nc2c(C)cccc2[nH]1
-6.8% | CCOC(=O)c1cn(C2CN(C(=O)Cc3ccccc3F)C2)nn1

(more compounds)
KDM5B inhibitor | structure
7.8% | O=C(CCc1c[nH]c2ccccc12)NC1(c2ccccc2)CCC1
? | O=C(NCc1ccc(N2CCOCC2)cc1)c1cc[nH]c1C1CCCNC1 (configuration not stated)
? | Cc1ccc(CC(=O)NC2CCN(c3cc(-c4cccs4)[nH]n3)C2)cc1 (configuration not stated)
7.5% | COC(=O)c1c(COc2cccnc2[N+](=O)[O-])nc2ccccc2c1C
27.7% | c1ccc(CNCCN2CCCC2)nc1
? | O=C(CN1C(=O)COc2ccc(S(=O)(=O)NC3CCCC3)cc21)Nc1ccc(F)c(Cl)c1
? | Cc1nc2cc(NC(C)C(=O)Nc3ccc(Cl)cc3Cl)ccc2o1 (configuration not stated)
10.1% | Cc1ccc2c(=O)cc(C(=O)Nc3ccc(S(=O)(=O)N4CCCC(C)C4)cc3)oc2c1 (configuration not stated)

(more compounds)
KDM5B inhibitor | structure
-3.0% | Cc1[nH]c(=O)[nH]c(=O)c1S(=O)(=O)N1CCN(c2ccccc2Cl)CC1
-22.1% | CC(C)CC(=O)NC1CCCc2c1[nH]c1c(Cl)cccc21 (configuration not stated)
10.0% | C=CCSc1nc2c(c(=O)[nH]c(=O)n2C)n1Cc1cccc(Br)c1
-2.7% | O=C(Cc1cccc(Cl)c1)N1CCC(Oc2ncccc2C(=O)N2CCCCC2)C1 (configuration not stated)
-44.4% | CCCNC(=O)c1ccc2c(c1)N(Cc1cccc(C)c1)C(=O)c1ccccc1S2
8.5% | CCN(CC)S(=O)(=O)c1ccc(NS(=O)(=O)c2ccc3ccccc3c2)cc1
26.5%[86.2 µM] | Cc1ccc2nc3n(c2c1)[C@@H](CNCc1ccccc1)COC3
-19.6% | COc1cc(CNCCSc2nnnn2C)cc(Cl)c1OCc1ccccc1

Continuation:
KDM5B inhibitor | structure
-0.2% | Cc1ccc(CNC(=O)CCc2ncc(-c3c(F)cccc3F)o2)cc1F
8.4% | CCCS(=O)(=O)N1CCC(CC(=O)NCc2ccccc2)C1 (configuration not stated)
-1.4% | Cc1oc(-c2ccccc2)nc1C(=O)Nc1nc(C(C)C)cs1
-2.7% | COc1cccc(NC(=O)CN(C)CC(=O)Nc2cccc(C(F)(F)F)c2)c1
11.7% | O=C(c1ccc2c(c1)OCO2)C1CCCN(C(=O)Nc2ccc(F)cc2F)C1 (configuration not stated)
-0.6% | CC(CC(F)(F)F)N1CCC(n2nccc2NC(=O)CCCc2ccccc2)CC1 (configuration not stated)
-8.3% | CCCCNC(=O)N1CCC2(CC1)C(=O)N(CC(=O)NC(C)c1ccccc1)CN2c1ccccc1 (configuration not stated)
10.7% | CC1=C(C(=O)NCC2Cn3cccc3C(=O)N2Cc2ccccc2)C2(CCCCC2)OC1=O (configuration not stated)

Continued.
KDM5B inhibitor | structure
? | CCc1c(C)sc(NC(=O)c2cc(-c3ccc(C)cc3C)nc3ccccc23)c1C#N
26.3% | CC1Oc2ccccc2N(CC(=O)NC2CCCC2)C1=O (configuration not stated)
? | CC(=O)N1CCc2c(sc3c2c(=O)n(-c2ccc(C)cc2)c(=O)n3CC(=O)Nc2ccccc2)C1
? | CCOC(=O)c1[nH]c2cc(OC)c(OC)cc2c1NC(=O)CCN1CCC(C(N)=O)CC1
8.5% | CCOc1ccc(C(=O)Nc2ccccc2C(=O)OCc2cc(=O)n3nc(C4CC4)sc3n2)cc1
6.7% | COc1cc2c(cc1C(=O)N1CCNCC(O)C1)CCC2 (configuration not stated)
-18.4% | COc1ccc2c(CNc3ccccc3C)cc(=O)oc2c1
-3.0% | CCC(CC)C(=O)N1CCCC(c2noc(COC)n2)C1 (configuration not stated)
? | O=C(CCC[C@H]1NC[C@@H]2C[C@H]1CN(Cc1ccccc1)C2)NCc1ccc(N2CCOCC2)cc1
? | COc1cccc(-c2ccnc(-c3nnc(C)n3CCN3CCOCC3)c2)c1
-22.0% | Cc1cccc(NC(=O)c2c(Br)sc3c2CCCC3)c1

An excerpt; rates above refer to the full screens.
